NRP1-CendR mod – modulators of CendR peptide binding to NRP-1, primary screen, biochemical, fluorescence polarization, uHTS | AID 602438, 2012 | inhibition, % at 25 µM | Neuropilin-1 (Homo sapiens), O14786 | FAM-RPARPAR peptide binding to NRP-1 | 360,000 tested, 0.85% active;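 active means inhibition or corrected inhibition above about 18%, plus a signal ratio from 0.5 to 1.5, limit read from the data, passing the limit was not always enough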; further: strong numbers were not always called active
E coli Lon inh – inhibitors of E. coli Lon protease, primary screen, biochemical, fluorescence polarization | inhibition, % at 7.94 µM | purified E. coli Lon protease | 360,000 tested, 0.42% active | P0A9M0; in the data active means inhibition above about 13%, passing the limit was not always enough;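 further: 0% = enzyme with probe and DMSO and 100% = no enzyme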
MsrA act – bovine MsrA enzyme activators, primary screen, biochemical, absorbance, HTS. 360,000 tested, 0.3% active. purified bovine MsrA, absorbance read-out. AID 602163, 2012. Methionine sulfoxide reductase A (Bos taurus). activation, % at 10.6 µM; in the data active means activation above about 7.5%;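 further: 0% = vehicle and 100% = reference activator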
MT1-MMP act inh – blockers of MT1-MMP proenzyme processing, primary screen, HT1080 RFP-PRO-GFP cells, GFP/RFP fluorescence. 360,000 tested, 0.061% active. GFP/RFP ratio change, % at 20 µM. Matrix metalloproteinase-14 (Homo sapiens), P50281. GFP/RFP ratio fluorescence, overnight; percent of plate control window, DMSO zero;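 active means GFP/RFP ratio change of at least 30% with cell ATP level not reduced by more than half and red fluorescence within 50% of control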; further: strong numbers were not always called active
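system = RFP-PRO-GFP reporter HT1080 cells | dosing = 20 µM single dose, 1% DMSO | timing = overnight cell settling, then overnight compound exposure, 37 °C, 5% CO2 | read-out basis = GFP/RFP fluorescence ratio | controls = DMSO and RFP-L50D-GFP cell wells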
FAS TE block – FAS thioesterase domain inhibitors, primary screen, biochemical, fluorescence intensity, uHTS; Fatty acid synthase (Homo sapiens), P49327; recombinant FAS-TE, OMFH fluorogenic substrate, fluorescence endpoint; inhibition, % at 15 µM; 360,000 tested, 0.67% active; AID 602261, 2012;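 active means compounds whose normalised, plate-corrected inhibition of enzyme fluorescence in the single-dose primary screen is 50% or more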;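 further: 0% = DMSO with enzyme and 100% = substrate without enzyme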
Rin1-Abl PPI inh – inhibitors of Rin1-Abl protein binding, primary screen, biochemical, TR-FRET; inhibition, % at 7.35 µM; Tyrosine-protein kinase ABL1 (Homo sapiens) + Ras and Rab interactor 1 (Homo sapiens), …; 360,000 tested, 0.4% active; in the data active means inhibition above about 5%, passing the limit was not always enough
Neddyl block – inhibitors of cullin neddylation, primary screen, biochemical, TR-FRET, uHTS, NAE and Ubc12; AID 651699, 2012; 360,000 tested, 0.58% active; NEDD8-conjugating enzyme Ubc12 (Homo sapiens) + NEDD8-activating enzyme E1 regulatory …; calls only at 25 µM; in the data active means inhibition above about 36%
SKN-1 block – suppressors of acrylamide-induced Pgst-4::GFP reporter in worms, primary screen, SKN-1 inhibitor project, whole organism, uHTS, GFP/RFP fluorescence ratio, strain VP596 | C. elegans VP596 Pgst-4::GFP/RFP ratio, 24 h | inhibition, % at 21.8 µM | 360,000 tested, 0.49% active;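 active means interference check ratio from 0.5 to 1.5 plus GFP to RFP signal ratio inhibition reaching or exceeding a fixed threshold, cut at about 30% in these data, passing the limit was not always enough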; further: some compounds called inactive have numbers as strong as hits
MLLE-PAM2 inh – inhibitors of PABP1 MLLE–PAM2 peptide binding, primary screen, biochemical, fluorescence polarization, FITC-PAM2, GST-MLLE; Polyadenylate-binding protein 1 (Homo sapiens), P11940; inhibition, % at 20 µM; 360,000 tested, 0.36% active; AID 588489, 2011; in the data active means inhibition above about 35%, passing the limit was not always enough;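 further: plate controls were DMSO wells with GST-MLLE for no effect and wells lacking GST-MLLE protein for full effect; some results filed as inactive read as strong as hits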
Target sequence (P11940 whole entry, looked up): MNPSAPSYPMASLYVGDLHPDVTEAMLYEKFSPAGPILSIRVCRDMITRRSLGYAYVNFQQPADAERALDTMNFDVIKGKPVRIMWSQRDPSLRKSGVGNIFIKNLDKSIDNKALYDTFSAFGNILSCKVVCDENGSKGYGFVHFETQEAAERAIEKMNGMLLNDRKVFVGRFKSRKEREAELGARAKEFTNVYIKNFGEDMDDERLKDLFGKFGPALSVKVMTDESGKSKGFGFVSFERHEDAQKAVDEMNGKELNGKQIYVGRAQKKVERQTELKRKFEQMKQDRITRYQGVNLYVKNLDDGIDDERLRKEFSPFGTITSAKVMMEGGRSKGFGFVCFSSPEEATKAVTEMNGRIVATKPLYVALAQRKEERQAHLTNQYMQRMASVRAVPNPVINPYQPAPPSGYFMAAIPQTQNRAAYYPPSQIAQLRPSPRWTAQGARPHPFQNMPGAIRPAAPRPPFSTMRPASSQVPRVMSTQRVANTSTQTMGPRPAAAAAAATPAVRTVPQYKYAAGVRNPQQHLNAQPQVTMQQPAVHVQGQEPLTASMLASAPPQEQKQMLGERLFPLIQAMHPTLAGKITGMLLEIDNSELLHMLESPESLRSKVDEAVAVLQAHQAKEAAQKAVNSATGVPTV
The depositor's hits bear a star; i = inactive; nt = not tested or not shown; + = active, no number.

SMILES	NRP1-CendR mod	E coli Lon inh	MsrA act	MT1-MMP act inh	FAS TE block	Rin1-Abl PPI inh	Neddyl block	SKN-1 block	MLLE-PAM2 inh
COc1cc(C(c2c(C)[nH][nH]c2=O)c2c(C)[nH][nH]c2=O)cc(OC)c1OC	8	-6	-2	3	-4	2	i	8	4
Cc1ccc(C(=O)NCC(=O)N(C)CC(=O)Nc2ccccc2Br)s1	0	2	-8	0	-4	2	i	0	7
CC(C)(C)c1csc(NNC(=O)c2ccc(Cl)cc2)n1	9	11	3	7	-123	1	i	23	-61
CCSCCOC(=O)C1=C(C)NC(=O)NC1c1ccccc1 (configuration not stated)	3	-6	-5	5	-5	-2	i	5	9
Cc1nnc(N=c2ssnc2Cl)o1	10	-5	-10	5	-10	4	i	-9	9
CN(CCCCCCCCCCN(C)C(=O)Oc1cccc([N+](C)(C)C)c1)C(=O)Oc1cccc([N+](C)(C)C)c1	-9	-2	-1	-4	3	6	i	12	1
Cc1nc(NCC(c2ccccc2)N(C)C)c2c(C)c(C)sc2n1 (configuration not stated)	-15	0	-3	0	-2	4	i	-2	0
O=C(NCc1cccnc1)c1ccccc1NS(=O)(=O)c1ccccc1	-3	-13	-2	-2	-3	-3	i	-5	3
O=S(=O)(c1c(F)cccc1F)N1CCCC2CCCCC21 (configuration not stated)	3	-15	0	-2	21	-2	i	6	6
COC(=O)c1ccc(C)c(NC(=O)CCc2cc(OC)c(OC)c(OC)c2)c1	8	6	-1	1	-9	-2	i	9	-30
CSC[C@H]1CN(Cc2cccnc2)C(=O)[C@@H]1CC(=O)Nc1ccc(Br)cc1	-1	2	-3	2	-1	4	i	-7	5
OC(C#CCN1CCCC1)(c1ccccc1)c1cccc(F)c1 (configuration not stated)	0	1	-7	8	-9	-2	i	-8	4
O=C(NCCc1ccc(Cl)cc1)c1ccc2nc(N3CCOCC3)sc2c1	10	2	-2	4	4	1	i	-19	-4
CCOC(=O)NN1C(=O)c2ccccc2NC1c1ccc(N(C)C)cc1 (configuration not stated)	11	-2	-4	-1	-7	0	i	-3	5
O=C1C(=Cc2ccccc2Cl)CCc2ccccc21	-3	-5	-12	3	26	7	i	16	11
Cc1ccccc1C(=O)NC(=S)Nc1ccc(Oc2ccc(Cl)cc2)cc1	-12	-2	-5	-1	22	2	i	-2	31
CNc1nc(Sc2ccc(C)cc2)cc(C(F)(F)F)n1	5	4	-4	-22	15	4	i	3	7
CN(C)CCCOc1cccc(Oc2ccccc2)c1	-8	19	-3	-4	-12	0	i	20	9
CCCNC(=O)c1onc(CS(=O)(=O)c2cccc(OC)c2)c1C(=O)NCCC	13	6	-5	-3	-7	3	i	-1	-1
O=C1CC(c2cccnc2)c2cc3c(cc2N1)OCO3 (configuration not stated)	10	-6	-3	3	0	0	i	-17	3
Cc1nc2ccc(C(=O)NC(C)(C)C)cn2c1N(C)C(=O)CCc1ccccc1	6	-2	-2	3	-10	2	i	25	-4
CCC(=O)c1ccc(N2CCN(C(=O)c3cccs3)CC2)c(F)c1	2	1	-10	1	-4	-2	i	-8	1
COCCCOc1ccnc(CS(=O)c2nc3ccccc3[nH]2)c1C (configuration not stated)	-14	4	0	3	nt	1	i	-7	9
O=C(O)c1ccc(NCc2cccnc2)c([N+](=O)[O-])c1	-3	-11	-1	2	-2	-6	i	11	11
O=C1CCCCC1Nc1ccc2ccccc2c1 (configuration not stated)	-3	-20	-10	-5	1	-1	i	-3	4

Next section; it opens with the 2 that closed the last part.
SMILES	NRP1-CendR mod	E coli Lon inh	MsrA act	MT1-MMP act inh	FAS TE block	Rin1-Abl PPI inh	Neddyl block	SKN-1 block	MLLE-PAM2 inh
O=C(O)c1ccc(NCc2cccnc2)c([N+](=O)[O-])c1	-3	-11	-1	2	-2	-6	i	11	11
O=C1CCCCC1Nc1ccc2ccccc2c1 (configuration not stated)	-3	-20	-10	-5	1	-1	i	-3	4
COCCNC(=O)CSc1nnc(-c2ccccc2F)n1Cc1ccccc1	0	0	-8	0	-2	-4	i	-6	3
Cc1cc(=O)oc2c(C)c(OCC(=O)N3CCN(C(=O)C4COc5ccccc5O4)CC3)ccc12 (configuration not stated)	14	4	-4	5	3	10.0*	i	3	-3
O=C(O)c1ccc(CNCc2cccc(Oc3ccccc3)c2)cc1	-10	-1	-4	0	0	3	i	-14	2
CCc1c(C)nc(SCC(=O)CC(=O)OC(C)C)c(C#N)c1C	17	7	2	6	30	-2	i	4	0
COc1ccc2[nH]c(=O)c(CN(Cc3cccnc3)C(=S)NCC3CCCO3)cc2c1 (configuration not stated)	5	1	-3	0	0	2	i	2	29
CN(C)c1ccc(C=Cc2ccnc3c(O)cccc23)cc1	-148	-5	-8	-20	0	7	i	27	-110
N#Cc1ccc(OCC(=O)N2CCc3ccccc32)cc1	-1	-2	-5	-1	8	4	i	10	8
Cc1ccc(N2C(=O)c3ccc(C(=O)Nc4cccnc4)cc3C2=O)c(C)c1	6	-6	-4	-4	-2	-1	i	0	-3
Cc1onc(-c2ccccc2Cl)c1C(=O)c1ccccc1	-1	3	-1	-6	17	-1	i	2	5
CSc1ccccc1OCc1cc(C(=O)N2CCN(Cc3nccn3C)CC2)no1	8	0	-2	1	-3	-4	i	12	16
O=C(CSc1nnc(-c2ccco2)o1)NC1CC2CCC1C2 (configuration not stated)	14	-4	-12	5	10	-1	i	-8	1
CCOC(=O)c1c(NC(=O)CSc2nnc(CNc3ccc(C)cc3C)o2)sc(C)c1C	-8	2	3	-1	17	-2	i	6	11
C[C@@H](c1ccccc1)N1C[C@H](COCc2ccccc2)Oc2cc(N3CCC[C@@H]3CO)ccc2S1(=O)=O	-2	3	-1	-7	19	nt	i	1	nt
CC(=O)O[C@@H]1C[C@H]2C(C)(C)C(=O)C=C[C@]2(C)[C@H]2CC[C@@]3(C)[C@H](c4ccoc4)OC(=O)[C@H]4O[C@]43[C@@]21C	2	-5	-2	7	51*	5	i	-16	1
CC(C)(C)CC(C)(C)NCC(O)COc1c(F)cc(Br)cc1F (configuration not stated)	6	-5	-12	-4	-12	0	i	-17	-5
Cc1nc(C)c(CCNC(=O)c2cccc(Cl)c2)s1	6	-4	-3	7	-13	0	i	-3	14
OCC[C@@H]1C[C@@H](O)[C@H](O)[C@]2(OCCc3ccccc32)O1	2	8	-2	2	-12	2	i	22	4
COc1ccc(CCNC(=O)Nc2ccccc2[N+](=O)[O-])cc1	2	1	-8	3	5	0	i	1	-4
Cc1sc2ncn(CC(=O)NCCCC(=O)N(C)Cc3ccccc3)c(=O)c2c1C	9	2	1	-3	-1	2	i	-4	4
CSc1cccc(NC(=O)C2CCCN(S(=O)(=O)c3cccs3)C2)c1 (configuration not stated)	-12	17	-2	2	19	2	i	8	-11
CC(=O)Nc1ccc(OCC(O)Cn2c(C(C)C)nc3ccccc32)cc1 (configuration not stated)	12	-7	-11	3	-4	2	i	-10	-9
CC(C)Oc1cccc(C(=O)Nc2nnc([C@H]3C[C@H](O)[C@@H](CO)O3)s2)c1	-9	-9	-9	-3	-10	2	i	16	-1
O=C(C1CC1)N(CCN(Cc1ccccc1)C(=O)C1CC1)Cc1ccccc1	5	1	-1	2	0	-1	i	3	7
CC1CCN(C(=O)CC(NC(=O)c2ccccc2Cl)c2ccccc2)CC1 (configuration not stated)	0	-8	-4	2	-3	1	i	6	0
Cc1ccc(C(=O)/C=C/c2ccc3c(c2)OCO3)o1	-6	-5	-11	-4	-4	1	i	-2	19
The list continues.
SMILES	NRP1-CendR mod	E coli Lon inh	MsrA act	MT1-MMP act inh	FAS TE block	Rin1-Abl PPI inh	Neddyl block	SKN-1 block	MLLE-PAM2 inh
O=C(CSc1n[nH]c(-c2ccco2)n1)Nc1ccc(F)cc1	9	4	-1	5	-6	1	i	8	-5
CCOc1cccc(-c2nnc3sc(-c4cc(OC)c(OC)c(OC)c4)nn23)c1	11	7	-2	-4	-2	-2	i	9	-10
O=C1C2C3C=CC(C3)C2C(=O)N1c1ccc(S(=O)(=O)Nc2nccs2)cc1 (configuration not stated)	-2	-14	-2	2	-5	-2	i	-6	10
N#CCC(=O)Nc1ccc(C(=O)OCC(=O)NC(=O)Nc2ccc3c(c2)OCCO3)cc1	-11	-20	-3	-7	7	2	i	-10	-31
NS(=O)(=O)c1ccc(Nc2nc(-c3cccnc3)cs2)cc1	-2	0	-6	-12	0	-3	i	-7	-3
O=C(NCCCc1ccccc1)c1ccccc1O	9	-6	-4	-1	6	-1	+	-5	-4
COC(=O)c1cc(S(=O)(=O)NCC2CCN(Cc3ccc(F)cc3)CC2)c[nH]1	3	4	-6	3	-3	1	i	8	12
CCc1c(C)sc(NC(=O)c2cc(-c3ccco3)on2)c1C#N	-30	6	-3	5	8	3	i	-14	29
O=C1NC(=S)/C(=C\c2ccc(-c3ccccc3Cl)o2)S1	-28	48*	-11	-13	18	3	i	7	71
COc1ccc(NC(=O)C(NC(=O)Cc2cccs2)c2ccccc2)cc1 (configuration not stated)	5	3	-3	1	-11	1	i	6	3
O=C(CC1C(=O)NCCN1Cc1ccc(F)c(F)c1)NCCCn1ccnc1 (configuration not stated)	12	0	-4	-1	-6	3	i	6	26
CCCCCCCC(=O)OC(CN1CCCCC1)CN1CCCC1=O (configuration not stated)	-2	10	-1	4	-7	-1	i	4	5
CCN(CC)CCN(C(=O)c1ccc2c(c1)OCCO2)c1nc2ccc(C)cc2s1	8	0	-6	3	18	-2	i	2	11
CCOc1ncccc1C(=O)OCC(=O)c1ccc(C)c(C)c1	-9	7	-3	1	2	3	i	5	-11
COc1ccc(NC(=O)c2cccnc2)cc1	1	-2	-5	-1	-6	-1	i	-3	5
O=[N+]([O-])c1cccc(S(=O)(=O)Nc2ccc(S(=O)(=O)NCC3CCCO3)cc2)c1 (configuration not stated)	15	0	-2	-1	-3	-7	i	-11	5
CCCCCCc1c(C)nc(-n2[nH]c(C)c(CCO)c2=O)[nH]c1=O	-8	-1	-2	6	-2	1	i	4	2
O=C(Nc1ccccc1)Nc1cccc(Cl)c1Cl	5	-2	0	-6	17	0	i	6	-2
Cc1cc(C(=O)COC(=O)c2ccc([N+](=O)[O-])o2)c(C)n1CC1CCCO1 (configuration not stated)	-5	1	0	2	1	-4	i	1	2

Structures listed above marked active in Rin1-Abl PPI inh:
SMILES | NRP1-CendR mod | E coli Lon inh | MsrA act | MT1-MMP act inh | Rin1-Abl PPI inh | Neddyl block | SKN-1 block | MLLE-PAM2 inh
Cc1cc(=O)oc2c(C)c(OCC(=O)N3CCN(C(=O)C4COc5ccccc5O4)CC3)ccc12 (configuration not stated) | 14 | 4 | -4 | 5 | 10.0* | i | 3 | -3

Some values from the entries so far:
CCSCCOC(=O)C1=C(C)NC(=O)NC1c1ccccc1 (configuration not stated) | SKN-1 block = 5
O=C(CC1C(=O)NCCN1Cc1ccc(F)c(F)c1)NCCCn1ccnc1 (configuration not stated) | NRP1-CendR mod = 12
CCCCCCc1c(C)nc(-n2[nH]c(C)c(CCO)c2=O)[nH]c1=O | SKN-1 block = 4
O=C(NCc1cccnc1)c1ccccc1NS(=O)(=O)c1ccccc1 | MT1-MMP act inh = -2
CSc1cccc(NC(=O)C2CCCN(S(=O)(=O)c3cccs3)C2)c1 (configuration not stated) | MLLE-PAM2 inh = -11

Screening data (PubChem)
